High-throughput results as filed in PubChem.
NPY-Y2 PAM-ag – NPY-Y2 potentiators or agonists, primary screen, cell-based; activation, % at 3.6 µM; cells expressing NPY-Y2, potentiator/agonist read-out; 220,000 tested, 0.45% active; Neuropeptide Y receptor type 2 (Homo sapiens), P49146; in the data active = activation above about 27%;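 note: cells stimulated with NPY near EC25 plus isoproterenol at EC100; 0% = vehicle plus submaximal agonist and 100% = vehicle plus saturating agonist; some results beyond the cut were filed as inactive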
Target sequence (P49146 whole entry, looked up): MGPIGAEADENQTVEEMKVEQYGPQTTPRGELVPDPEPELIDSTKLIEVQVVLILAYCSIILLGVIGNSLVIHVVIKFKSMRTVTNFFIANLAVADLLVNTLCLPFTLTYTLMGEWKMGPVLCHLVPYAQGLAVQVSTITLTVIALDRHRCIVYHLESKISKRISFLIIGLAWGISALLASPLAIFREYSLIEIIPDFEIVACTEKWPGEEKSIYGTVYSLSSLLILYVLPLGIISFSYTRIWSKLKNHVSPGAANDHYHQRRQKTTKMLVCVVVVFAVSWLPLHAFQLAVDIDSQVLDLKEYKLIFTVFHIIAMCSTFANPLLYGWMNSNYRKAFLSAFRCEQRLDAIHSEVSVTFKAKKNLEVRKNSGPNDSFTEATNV
S1P4 antag – S1P4 receptor antagonists, primary screen, cell-based | Sphingosine 1-phosphate receptor 4 (Homo sapiens), O95977 | S1P4-expressing cells, antagonist mode, reporter read-out | inhibition, % at 4.98 µM | 220,000 tested, 0.26% active | AID 1510, 2009; in the data active = inhibition above about 29%;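 note: 0% = wells stimulated with agonist and 100% = vehicle wells without agonist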
Target sequence (O95977 whole entry, looked up): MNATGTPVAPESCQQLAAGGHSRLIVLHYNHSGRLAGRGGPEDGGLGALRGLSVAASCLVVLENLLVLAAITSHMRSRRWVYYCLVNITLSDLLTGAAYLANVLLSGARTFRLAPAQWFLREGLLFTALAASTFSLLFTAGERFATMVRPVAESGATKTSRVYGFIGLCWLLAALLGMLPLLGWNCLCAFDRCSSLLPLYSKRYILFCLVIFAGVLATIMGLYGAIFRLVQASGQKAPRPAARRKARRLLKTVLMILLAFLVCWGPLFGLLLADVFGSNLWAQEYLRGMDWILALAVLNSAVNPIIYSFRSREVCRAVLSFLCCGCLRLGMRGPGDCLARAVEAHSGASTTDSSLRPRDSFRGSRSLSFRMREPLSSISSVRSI
eIF4E 4G PPI – eIF4E–eIF4G protein interaction inhibitors, primary screen, biochemical, uHTS, TR-FRET, eIF4GI fragment | TR-FRET eIF4E-eIF4GI(517-606) binding, 2 h | inhibition, % at 21.7 µM | 220,000 tested, 0.37% active | AID 782, 2007;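 active = inhibition above about 30%, limit read from the data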;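 note: 0% = full FRET control wells and 100% = background wells lacking eIF4GI fragment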
Ba/F3 V617F tox – reduced viability of JAK2V617F-dependent Ba/F3 cells, primary screen, JAK2V617F inhibitor project, cell-based, Ba/F3 EpoR-JAK2V617F, luminescence; AID 1446, 2008; ATP luminescence; 220,000 tested, 1.1% active; inhibition, % at 5.6 µM;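 active = inhibition above the campaign mean plus 3 SD over all tested compounds, cut at about 24% in these data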;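 note: cytokine-independent growth of Ba/F3 cells driven by EpoR plus mutant JAK2; 0% = DMSO-treated cells and 100% = JAK inhibitor I control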
BaF3 parental – parental Ba/F3 cell viability inhibition, counter-screen for JAK2V617F inhibitor project, murine pro-B, CellTiter-Glo luminescence. CellTiter-Glo ATP luminescence. inhibition, % at 5.6 µM. 220,000 tested, 1.1% active. AID 1486, 2009;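 active = inhibition above a per-campaign cutoff, the mean inhibition of all tested compounds plus 3 SD, cut at about 27% in these data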;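 note: 0% = DMSO wells and 100% = JAK Inhibitor I control wells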
S1P4 agonist – S1P4 receptor agonists, primary screen, cell-based; Sphingosine 1-phosphate receptor 4 (Homo sapiens), O95977; S1P4-expressing cell line, agonist reporter assay; activation, % at 4.98 µM; 220,000 tested, 0.35% active; AID 1509, 2009; in the data active = activation above about 11%;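 note: 0% = DMSO vehicle and 100% = reference agonist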
Wee1 degr inh – Wee1 degradation inhibitors, primary screen, cell-based, HeLa, Wee1K328M-luciferase, luminescence; HeLa Luc-Wee1K328M stability; 100% = proteasome inhibitor MG132 effect; reporter increase, % at 5 µM; Wee1-like protein kinase (Homo sapiens), P30291; 220,000 tested, 1.2% active;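 active = activation above the mean of all tested compounds plus 3 SD, set per screening run, cut at about 8.8% in these data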;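 note: cells exposed to compound for 20 h before luminescence read; 0% = DMSO alone and 100% = MG132 at 30 µM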
PERK inhibitor – block of dimerizer-induced PERK translation repression, primary screen, PERK inhibitor project, CHO PERK-DD cells, SEAP luminescence, HTS; AID 1416, 2008; inhibition, % at 5.6 µM; CHO PERK-DD fusion, SEAP luminescence translation reporter; Eukaryotic translation initiation factor 2-alpha kinase 3 (Homo sapiens), Q9NZJ5; 220,000 tested, 0.17% active;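 active = inhibition above the mean inhibition of all tested compounds plus 3 SD, set separately per screening campaign, cut at about 2.9% in these data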;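 note: PERK kinase domain activated by AP20187 dimerizer at 100 nM; 0% = DMSO with dimerizer and 100% = rapamycin at 8.4 µM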
Mdm2 ligase inh – MDM2-luciferase reporter signal enhancers, primary screen, MDM2 E3 ligase inhibitor project, cell-based, luminescence, 1536-well. E3 ubiquitin-protein ligase Mdm2 (Homo sapiens), Q00987. cell-based MDM2 ubiquitination luciferase reporter, 2 h; 0 = plate control, 100 = twice control, blank-subtracted. signal enhancement, % at 5 µM. 210,000 tested, 0.11% active. AID 1230, 2008;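 active = signal enhancement of 30% or more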;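 note: luminescence tracks abundance of the self-degrading MDM2-luciferase fusion protein; higher signal means inhibition of MDM2 E3 ligase activity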
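Material: Stable MDM2–luciferase fusion reporter cells | Amount: 2000 cells seeded into each well | Dosing: One concentration, 5 µM, with 0.2% DMSO | Incubation: 4 h cell settling then 2 h compound exposure, 37 °C | Measured by: Luciferase luminescence | Read-out basis: % enhancement relative to plate controls after blank subtraction | Benchmarks: Control and blank well means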
Starred values were filed as active, the others as inactive; [ ] = another dose, or the depositor's remark. Rows are unselected. Share with any hit: about 4.1%.

SMILES | NPY-Y2 PAM-ag | S1P4 antag | eIF4E 4G PPI | Ba/F3 V617F tox | BaF3 parental | S1P4 agonist | Wee1 degr inh | PERK inhibitor | Mdm2 ligase inh
O=C(CSc1nnc2ccccn12)N1CCOCC1 | -1.1 | 1.2 | -0.7 | -2.3 | -2.2 | -1.7 | 0.9 | 1.5 | 0.1
Cc1ccccc1C(=O)c1cccn1CC(=O)NCCCN1CCc2ccccc2C1 | -23.8 | 7.6 | -5.7 | 1.3 | 3.3 | 1.1 | 7.6 | 0.3 | -17.6
CSc1nnc2c3ccccc3n(CCc3ccccc3)c2n1 | -11.5 | -6.8 | 0.1 | -1.2 | 1.8 | -1.1 | -0.8 | -1.3 | 3.5
COCC(C)n1c(C)cc(C(=O)COC(=O)C2=NN(c3ccccc3)C(=O)CC2)c1C (centres undefined) | -2.2 | -11.2 | 0.4 | 1.7 | 2.2 | -0.2 | -0.5 | 0.5 | -16.6
NC(=O)c1ccsc1NC(=O)COC(=O)Cc1ccsc1 | -1.1 | -10.4 | -1.6 | -2.6 | -0.2 | 0.8 | -2.0 | 0.5 | 9.2
O=C(CSCc1ccc(F)cc1)Nc1ccc(F)cc1 | 8.5 | -15.0 | -0.4 | -3.0 | 0.9 | -0.1 | -2.0 | 1.4 | -1.8
CC(NCc1ccccc1OC1CCCC1)c1ccccc1 (centres undefined) | -8.2 | 27.7 | 3.6 | -4.0 | 3.7 | -0.5 | -3.7 | -1.4 | -15.4
C=CCc1ccc(OCCOCCOc2cccc3ccc(C)nc23)c(OC)c1 | -3.3 | -10.6 | 9.8 | 0.4 | 2.7 | 0.5 | 8.1 | 0.5 | 6.9
CCN(CC1COc2ccccc2O1)C(=S)Nc1ccccc1 (centres undefined) | -4.0 | -20.6 | 4.3 | 0.1 | 8.0 | 0.5 | 0.0 | -0.3 | -24.5
CCc1ccc(N2C(=O)CN(Cc3cc(OC)c(OC)c(OC)c3)C2=S)cc1 | 6.5 | -11.7 | 3.3 | -0.6 | 5.2 | 0.3 | -2.5 | 0.4 | -26.9
CCC(C)NC(=O)CSc1nc2ccsc2c(=O)n1NC(=O)c1ccccc1 (centres undefined) | 11.4 | -23.7 | 0.9 | -6.4 | -0.2 | 2.7 | -0.4 | 0.2 | -14.4
C=CCN1C(=O)C(Cc2ccccc2Cl)SC1=Nc1ccc(C(=O)O)cc1 (centres undefined) | -2.9 | -6.5 | -3.7 | -2.5 | 0.3 | 2.3 | 0.4 | 0.2 | 0.5
Cc1c(Br)c([N+](=O)[O-])nn1CC(=O)Nc1sc2c(c1C(=O)OC(C)C)CCC(C)C2 (centres undefined) | 15.0 | -10.8 | 3.6[fluorescence artefact?] | 0.3 | 3.6 | 0.4 | -0.1 | 0.1 | -11.3
Cc1ccc(-n2nc3ccc(NC(=O)c4cccc([N+](=O)[O-])c4C)cc3n2)cc1 | -0.8 | 6.9 | 1.3[fluorescence artefact?] | -7.0 | -0.1 | -0.8 | -0.1 | 0.0 | -2.4
COc1ccc(C(=O)O/N=C(/c2ccccc2)c2ccncc2)cc1 | 7.5 | -0.1 | 1.6 | -3.5 | -4.2 | -1.2 | -1.4 | 1.1 | -40.2
CC(=O)c1c(C)[nH]c(C(=O)OCC(=O)Nc2ncc(Cl)c(C)c2Cl)c1C | -3.4 | -22.2 | -1.4 | 1.5 | 0.6 | 2.4 | -3.4 | -0.6 | -9.4
CC(C)(Cl)C1Cc2cc3ccc(=O)oc3cc2O1 (centres undefined) | 0.2 | -26.4 | -1.0 | -4.4 | -0.4 | 0.9 | 0.3 | 0.5 | -1.1
O=C(NC1CC(=O)c2sccc21)c1ccc(Cl)cc1Cl (centres undefined) | -12.2 | 13.1 | -6.8 | -0.8 | 7.4 | 0.7 | 4.9 | 2.3 | -12.0
Cc1nc(-c2cccc(N)c2)cs1 | 15.1 | 2.6 | 6.3[fluorescence artefact?] | -4.3 | 1.4 | -0.2 | 2.1 | 1.2 | -11.2
CC(C)Cc1cc(C(=O)Nc2ccc3c(c2)OCO3)no1 | -1.9 | -7.3 | -1.1 | -2.2 | 0.3 | -1.6 | 0.4 | 2.4 | -16.8
COc1ccc(/C=N/N=C(\N)c2nonc2N)cc1 | -6.3 | -12.2 | 0.0 | -1.1 | -0.3 | 3.0 | -0.2 | 1.7 | -69.8
Cc1c(C(=O)O)sc(=S)n1CCOc1ccccc1 | 4.6 | 1.2 | 4.3 | -0.6 | 3.3 | 3.6 | 0.9 | 1.8 | -8.1
Cc1ccc(-n2c(SCC(=O)Nc3cc(C)on3)nc3ccccc3c2=O)cc1 | -6.6 | -5.2 | -19.1 | -0.2 | 1.9 | -3.5 | 0.3 | -0.7 | -14.2
O=C(Cn1cc(C(F)(F)F)ccc1=O)NC(c1ccccc1)c1ccccc1 | -8.6 | -5.5 | -0.4[fluorescence artefact?] | 0.0 | 7.9 | 1.9 | 5.2 | -0.2 | -19.2
CCCOC(=O)C1[C@H]2C(=O)N(CCCOC)C[C@]23C=C[C@H]1O3 (some centres undefined) | 3.0 | -34.3 | 3.5 | -3.5 | -2.6 | -0.2 | -1.4 | 0.8 | 11.3
Cc1ccc(NC(=O)/C=C/c2ccco2)nc1 | -9.1 | 7.7 | 17.6 | 84.6* | 81.9* | 2.4 | 8.6 | 0.1 | -28.2
COc1cccc(CNC(=O)Cn2c(=O)oc3ccccc32)c1OC | 3.0 | -0.8 | -3.3 | -3.8 | -0.8 | 4.4 | 0.6 | 0.7 | -18.2
O=C(Nc1nc2c(s1)CCCC2)c1cccs1 | 9.2 | -21.7 | 0.5 | 4.2 | 8.2 | 2.5 | 2.0 | -0.7 | -55.2
Cc1cccc(NC(=O)COc2cccc3c2CCN(C)C3=O)c1C | 13.4 | -13.0 | -0.6 | -0.9 | 9.9 | 1.0 | 1.1 | 0.7 | -15.2
COc1ccc(NC(=O)CN2CCN(C(=S)NC3CCCC3)CC2)cc1 | -5.8 | 1.4 | -3.5 | -3.8 | 2.4 | 0.9 | 2.3 | 0.0 | -0.7
CC(=O)N[C@@H](C)C(=O)N1CCN(S(=O)(=O)c2ccc(Cl)cc2)CC1 | 10.4 | -15.2 | 0.1 | 0.4 | 7.4 | 3.0 | 1.4 | 1.5 | -0.1
CC1(C)N=C(c2cccs2)C(C)(C)N1O | -12.7 | -3.0 | 0.5[fluorescence artefact?] | 1.4 | 2.6 | -0.2 | -1.6 | 0.0 | -5.1
Cc1ccc(NC(=O)c2noc3c2CCCCC3)cc1 | 12.4 | -3.1 | 5.6 | -1.7 | 1.0 | 1.2 | 3.6 | 1.5 | -41.1
CCCn1c(SC2C(=O)CC(C)(C)CC2=O)nc2c1c(=O)n(C)c(=O)n2C | -18.4 | -8.0 | -4.3 | 1.3 | 1.2 | 0.9 | -2.4 | 0.6 | -8.7
O=C(c1ccc(Br)o1)N1CCc2ccccc21 | -7.1 | -19.8 | -3.4 | 2.5 | 5.5 | -0.2 | 13.5* | 0.8 | -12.4
N#CC1(c2ccccc2)CCCN1C(=O)c1ccccc1Br (centres undefined) | 3.2 | -4.0 | -6.1[fluorescence artefact?] | -1.4 | 3.7 | -3.8 | 3.4 | 0.8 | -16.4
COc1ccc(-n2c3c(cc(C(=O)N4CCC(C)CC4)c2=O)C(=O)CC(C)(C)C3)cc1 | 6.9 | -7.7 | -1.7 | 2.1 | 3.9 | 0.6 | 1.9 | -0.1 | -12.4
Cn1c(-c2ccccc2)c(C(=O)CC#N)c2ccccc21 | 7.3 | 5.0 | 0.8 | -1.3 | 5.0 | 1.1 | 0.8 | -0.1 | 7.3
O=c1c2ccccc2n2c(-c3cccc(F)c3)nnc2n1Cc1ccccc1 | 5.1 | -6.3 | 7.1 | -1.5 | 5.5 | 0.2 | -2.5 | 0.7 | -7.6
Cc1nc2nc(COc3ccccc3)[nH]n2c(=O)c1Cl | 12.6 | 2.3 | -1.4 | -0.7 | 5.0 | -0.4 | 3.2 | 1.5 | -24.4
Cc1ccc(C(=O)COC(=O)c2cccc(NC(=O)c3ccc([N+](=O)[O-])cc3[N+](=O)[O-])c2)cc1 | 4.5 | 2.4 | -7.2 | 0.3 | 3.3 | -0.7 | -1.8 | 0.5 | -35.8
COc1ccc(C2SCC(=O)N2c2nnc(C34CC5CC(CC(C5)C3)C4)s2)cc1 (centres undefined) | 5.7 | -0.7 | 0.5 | 0.5 | 9.4 | 0.3 | -3.3 | 0.6 | -7.3
COc1cc(/C=N/O)cc(Br)c1OC | -1.2 | -13.7 | 2.7 | 0.3 | 5.8 | -1.0 | 8.0 | 1.0 | -2.1
Cc1ccc(NS(=O)(=O)c2ccc(CCC(=O)NCc3cccnc3)cc2)cc1 | -0.5 | 0.6 | 2.8 | -2.3 | 5.1 | 0.0 | -0.4 | 0.3 | -9.6
CCCn1nc(NC(=O)c2ccco2)c2cc3cc(C)ccc3nc21 | 10.0 | 0.6 | 4.8 | 2.2 | 1.2 | 2.3 | -0.7 | -2.4 | -9.4
O=C(CCn1cnc2ccccc2c1=O)Nc1ccc(S(=O)(=O)N2CCCC2)cc1 | 0.0 | -9.0 | 3.4 | -3.3 | 1.7 | 0.3 | 2.4 | 0.6 | -3.1
Cc1ccc2c(c1)N(CC(=O)NC1CCC(C)CC1)C(=O)CO2 (centres undefined) | 1.1 | -13.5 | -7.8[fluorescence artefact?] | -2.3 | 1.0 | 0.6 | -1.0 | -0.7 | 2.0
O=C(NCCN1CCCC1)c1cccc(Cl)c1 | 2.4 | 2.1 | -7.8 | -1.9 | -0.3 | -0.2 | -0.8 | 2.3 | -0.6
CC(C)C(=O)NC(=S)Nc1ccc(S(=O)(=O)N2CCCC2)cc1 | -0.4 | -15.5 | 1.4[fluorescence artefact?] | 1.1 | 8.4 | 1.8 | 0.0 | -0.2 | 1.0
O=C(NCCCN1CCN(Cc2ccccc2)CC1)c1nnc(Cc2c(F)cccc2Cl)o1 | 22.0 | 1.1 | 2.6 | 3.9 | 8.1 | 0.5 | -1.1 | -0.9 | -6.3
Cc1ccc(CNC(=O)CN(c2cccc([N+](=O)[O-])c2)S(C)(=O)=O)cc1 | -0.6 | -8.8 | 1.0 | -1.9 | 1.1 | 0.5 | -1.9 | 1.5 | -0.8
S=C(NCC1CCCO1)Nc1ccc(Cl)cc1 (centres undefined) | 5.2 | -13.0 | 3.7 | -1.5 | 5.9 | -1.4 | -0.8 | 0.1 | -2.3
